# KCNH2 WT inh: KCNH2 (human, wildtype) channel inhibition | U2OS, BacMam KCNH2, thallium flux FluxOr; active compounds read low | 340,000 compounds, 0.37% hits | activity change, % at 1.84 µM;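 active means maximum activity change below -70%; inconclusive means maximum activity change between -70% and -50%; inactive means maximum activity change above -50%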; further: on the % scale 0 is the no-effect control and ±100 the full control effect
#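 U2OS cells were transduced with wild-type KCNH2 virus (2.03 x 10^8 / mL) for 4 h at room temperature, then cultured overnight at 37 C. Thallium flux was read with FluxOr dye. Rate constants were normalized to DMSO controls.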
# ELG1 DNA repair: blocks ELG1-dependent DNA repair in HEK293T cells | HEK293T ELG1-luciferase reporter, luminescence, 16 h; DNA damage induced by 5-fluorouridine | Potency, µM (series often up to 46.1 µM), inactives show at the highest dose activity change, negative = inhibition, usual class: inhibitors | 330,000 compounds, 2.3% hits; further: potency means the concentration at half of the fitted maximal effect; on the % scale 0 is the no-effect control and ±100 the full control effect; nearly all actives have a fitted effect of over 55% in size
#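 Step one: seed 2,000 cells per well. Step two: pin-transfer compound or DMSO alongside 5-fluorouridine. Step three: incubate 16 hr, 37 °C, 5% CO2. Step four: add ONE-Glo, wait 30 min, read luminescence.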
# TCR activator: activates T cell receptor signaling. 330,000 tested, under 10 active. Potency, µM (titrated, usually from 9.22 µM), for inactives: at the highest dose activation of IL-2 secretion, actives largely listed as activators. AID 504894. primary human leukocytes, anti-CD3, IL-2 HTRF, 48 h; further: % of control where 0% means no effect
#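 1) Mix primary human leukocytes, a-CD3 beads and compound. 2) Incubate 48 hr. 3) Add HTRF IL-2 reagents (a-IL-2-K, a-IL-2-d2).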
# TSHR antagonist: antagonists of human thyroid stimulating hormone receptor. P16473. TSHR-expressing cells, TSH-stimulated cAMP HTRF, 2 h; active compounds read low. activity change, negative = inhibition, % at 11.5 µM. 330,000 compounds, 0.2% hits. AID 504810;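 active means activity change below a set negative limit, meaning inhibition stronger than a set level, cut at about -70% in these data; inconclusive means activity change between two set negative limits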; further: on the % scale 0 is the no-effect control and ±100 the full control effect
#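 TSHR-expressing cells were treated with compounds, then stimulated with TSH at EC80 (4nM final) for 2 hours at 37 deg C. Cellular cAMP was measured by HTRF competition between lysate cAMP and cAMP-d2 for a cryptate-labelled anti-cAMP antibody.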
# Eya2 inh: blocks the phosphatase activity of human Eya2 | recombinant Eya2, OMFP fluorescence dephosphorylation (OMFP is methylfluorescein phosphate) | Potency, µM (doses to about 76.9 µM), for inactives: top-dose activity, negative = inhibition, most hits filed as inhibitors | 330,000 compounds, 0.006% hits; further: potency means the concentration at half of the fitted maximal effect; on the % scale 0 is the no-effect control and ±100 the full control effect
#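 Eya2 protein (added as 0.2 uM solution) was preincubated with compound for 10 min at ambient temperature in 50 mM HEPES pH 7.5, 50 mM NaCl, 5 uM MgCl2, 0.05% BSA, 1 mM DTT. OMFP (added at 50 uM) then reacted 10 min; fluorescence read at 485/525 nm.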
# TRPV1 agonist: agonists of human vanilloid receptor 1 (TRPV1). Q8NER1. TRPV1-expressing cells, Fluo-8 calcium influx, agonist mode. activation, % at 8.33 µM. 320,000 compounds, 0.19% hits. AID 540275; in the data active means activation above about 80%; inconclusive means between about 30% and that limit; further: 0% is about no effect
#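 TRPV1-expressing cells were cultured overnight at 35.5C and loaded with Fluo-8 calcium dye for 40 to 90 min at room temperature. After a 10 s baseline, compound was added and calcium influx was read kinetically for 3 min (ex 480/em 520 nm).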
# Mito fusion yeast: blocks mitochondrial division or promotes mitochondrial fusion. S. cerevisiae fusion-defective mutant growth rescue, CellTiterGlo 48 h. Potency, µM (top dose mostly 46.1 µM), inactives show at the highest dose growth rescue (activation), most hits filed as activators. 320,000 compounds, 0.23% hits. AID 485298;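 further: potency means the concentration at half of the fitted maximal effect; % of control where 0% means no effect; nearly all actives have a fitted effect of over 45% in size; temperature-sensitive fusion mutants such as fzo1-1 at 37 °C on non-fermentable ethanol glycerol medium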
#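 Compounds are tested for their ability to restore growth of mitochondrial fusion-defective yeast strains at non-permissive 37C in YPEG medium over 48 hours. Viability is quantified by luciferase luminescence.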
# KCNH2 3.1 block: KCNH2 3.1 (human) potassium channel inhibition | U2OS KCNH2 3.1, thallium flux FluxOr; active compounds read low | activity change, % (tested at about 1.8 µM) | 340,000 compounds, 0.95% hits | AID 720553;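 active means maximum activity change below -70%; inconclusive means maximum activity change from -70% to -50%; inactive means maximum activity change above -50%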;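 further: thallium influx rate constant from kinetic fluorescence after stimulation buffer; on the % scale 0 is the no-effect control and ±100 the full control effect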
#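 U2OS cells transduced with KCNH2 3.1 mutant virus (1.77 x 10^8 /mL, 4 h), plated overnight at 37 C, loaded 45 min with FluxOr dye plus Red40 quencher. Thallium flux rate constant from kinetic reads after stimulation buffer, normalised to controls.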
# USP2a block: blocks human ubiquitin-specific protease USP2a; USP2 core, Ub-CHOP2 coupled fluorogenic reporter, 485/531; Potency, µM (titrated, usually from 38.3 µM), for inactives: top-dose activity change, negative = inhibition, usual class: inhibitors; 330,000 compounds, 0.01% hits; AID 463254;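 further: potency means the concentration at half of the fitted maximal effect; plate controls were DMSO wells for no effect and full inhibition by NEM control for full effect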
# Target sequence (O75604 whole entry, looked up): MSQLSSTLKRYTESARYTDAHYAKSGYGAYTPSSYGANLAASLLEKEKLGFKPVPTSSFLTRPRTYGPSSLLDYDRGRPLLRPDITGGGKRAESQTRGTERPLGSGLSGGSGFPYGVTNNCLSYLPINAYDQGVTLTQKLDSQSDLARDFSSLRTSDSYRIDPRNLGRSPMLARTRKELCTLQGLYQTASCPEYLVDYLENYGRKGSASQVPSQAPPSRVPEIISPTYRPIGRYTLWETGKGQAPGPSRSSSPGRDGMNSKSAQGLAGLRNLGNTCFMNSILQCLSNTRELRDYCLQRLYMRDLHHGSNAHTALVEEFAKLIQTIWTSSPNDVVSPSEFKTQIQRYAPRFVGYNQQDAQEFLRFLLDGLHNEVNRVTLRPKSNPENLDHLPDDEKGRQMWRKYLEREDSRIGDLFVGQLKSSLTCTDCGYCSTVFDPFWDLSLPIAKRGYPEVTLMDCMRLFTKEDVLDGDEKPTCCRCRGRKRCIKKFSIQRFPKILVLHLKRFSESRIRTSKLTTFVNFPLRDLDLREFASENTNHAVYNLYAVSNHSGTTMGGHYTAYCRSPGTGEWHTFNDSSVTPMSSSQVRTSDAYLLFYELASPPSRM
#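 Deubiquitinase activity read as fluorescence (485/531 nm) after Ub-CHOP2 cleavage activates the enterokinase reporter on its substrate; USP2 core 10nM, Ub-CHOP2 and substrate 25nM each, 30min compound preincubation then 60min RT; data normalized to NEM, curves fitted.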
# AT treatment: potential ataxia-telangiectasia treatment. […] A-T fibroblasts, KAP-1 phosphorylation AlphaLISA; neocarzinostatin DNA damage 30 min before lysis. Potency, µM (highest dose often 57.5 µM), for the others: at the top dose activation, most hits filed as activators. AID 485349. 320,000 compounds, 0.19% hits; further: potency means the concentration at half of the fitted maximal effect; % of control where 0% means no effect; nearly all actives have a fitted effect of over 45% in size
#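 hTERT-immortalized A-T patient fibroblasts ([…]), 500 cells/well in OPTI-MEM, 1% FBS, got compounds for 60 min, then NCS for 30 min at 37C. Lysates were then assayed for phospho-KAP-1 by AlphaLISA (anti-pKAP1 donor, anti-KAP1 acceptor beads), 6 hr at 25C.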
# An asterisk follows results filed as active; ? = inconclusive; . = not tested or not shown; [ ] = dose if it differs, or a comment. Unless noted, the call rests on the fitted dose curve; in most records, active means well fitted curve in the direction sought with a large enough effect; inconclusive means small, poorly fitted or top-dose-only effect, or another doubt; inactive means no such curve, though single readings can be large; an effect the other way counts as inactive or inconclusive.
no.	Structure	KCNH2 WT inh	ELG1 DNA repair	TCR activator	TSHR antagonist	Eya2 inh	TRPV1 agonist	Mito fusion yeast	KCNH2 3.1 block	USP2a block	AT treatment
1	CCCCN(CC)CCCNC(=O)c1cc2c(=O)n(CC)c3ccccc3c2s1	3	?	-3%	-4	-14%	-1	-2%	21	4%	-5%
2	CCNc1nc(OC)nc(SCC(=O)Nc2ccccc2)n1	-5	-4%	-6%	9	-4%	-2	5%	-10	2%	2%
3	CC(C)CC(=O)NN(C)c1nc(-c2ccccc2)nnc1C(F)(F)F	8	-9%	4%	-11	-18%	10	4%	43	4%	3%
4	CCOc1ccccc1NC(=O)Cn1nnc(C(=O)Nc2ccccc2Cl)c1N	-6	?	-15%	-8	-7%	-5	-2%	-3	0%	-1%
5	CCc1nc2c(cnn2-c2ccc(Cl)cc2)c(=O)n1-c1ccc(OC)cc1	-3	-3%	-3%	-4	-7%	0	0%	-2	3%	-9%
6	O=C(N/N=C\c1ccc(OC(=O)c2ccco2)cc1)c1ccc(Cl)cc1	10	?	4%	-7	10%	8	-2%	9	2%	-3%
7	CCN(Cc1ccccc1)C(=O)CN1C(=O)COc2ccc(S(=O)(=O)N3CCCCCC3)cc21	-10	0%	-7%	-1	-4%	4	1%	-27	-1%	8%
8	Cc1ccc(C2=NS(=O)(=O)N(C)C(C(=O)N(C)C3CCCCC3)=C2)cc1	3	?	2%	-2	-12%	19	-3%	-7	-1%	-5%
9	CCC(=O)Nc1ccc(NC(=O)CSc2nnc(-c3ccco3)n2CC)cc1	9	-2%	1%	-1	-17%	-3	1%	30	5%	5%
10	CCOc1ccccc1-n1c(SCC(=O)NC2CCCC2)nnc1-c1ccoc1C	-7	13%	1%	-4	3%	?	-4%	2	0%	2%
11	CC(C)(OC(=O)c1ccc(F)cc1)c1cc2ccccc2c(=O)o1	-11	20%	0%	-16	18%	?	12%	0	-1%	11%
12	CCCCCC(=O)Nc1cc(N(C)C)nc2ccccc12	-13	-3%	1%	-8	-10%	4	3%	-39	-2%	-5%
13	CCOC(=O)C1CCCN(C(=O)c2cc(Nc3ccc(OC)cc3)nc3ccccc23)C1 (configuration not stated)	4	.	.	.	.	0	6%	-1	.	.
14	COCCn1c(SCC(=O)NCC2CCCO2)nc2c([nH]c3ccccc32)c1=O (configuration not stated)	5	-7%	-43%	-5	4%	-1	-4%	.	0%	6%
15	COc1cc(C2CC(=O)N(CC(=O)NCc3ccco3)c3ccccc3S2)cc(OC)c1OC (configuration not stated)	-6	?	0%	-10	-7%	?	3%	-10	0%	11%
16	CCCCN(Cc1nc2ccccc2c(=O)[nH]1)C(=O)c1nn(C)c(=O)c2ccccc12	14	-18%	0%	-11	26%	1	-4%	-2	-3%	2%
17	CCC1Oc2ccccc2N(CC(=O)NCCCN2CCN(c3ccc(OC)cc3)CC2)C1=O (configuration not stated)	-12	-4%	-4%	5	-7%	3	-9%	-4	1%	-6%
18	CCc1nccn1S(=O)(=O)c1cc(OC)c(Cl)cc1OC	-12	?	1%[46.1 µM]	4	7%	0	?	10	2%	-1%
19	CC(C)(C)NC(=O)C(c1ccc(F)cc1)N(Cc1ccco1)C(=O)c1csnn1 (configuration not stated)	6	-11%	-3%	7	10%	2	0%	-7	3%	-6%
20	Cc1nc(-c2cccnc2)sc1C(=O)Nc1ccc(Cl)cc1	-2	-18%	3%	-17	-16%	7	6%	16	1%	3%
21	CC1CCCCN1CCNC(=O)c1cc2c(=O)n(C)c3ccccc3c2n1C (configuration not stated)	-17	27%	-4%	10	-5%	.	0%	0	2%	-14%
22	CC(/C=C1\SC(=S)N(CCC(=O)Nc2nc(C)cs2)C1=O)=C\c1ccccc1	-2	-13%	6%	2	-6%	6	11%	0	8%	-13%
23	CCOC(=O)C1C(=O)CC(C)(O)C(C(=O)OCC)C1c1ccc(N(CC)CC)cc1 (configuration not stated)	13	-17%	0%[46.1 µM]	6	4%	-5	-1%	-3	1%	-4%
24	Cc1cc(=O)oc2cc(OCC(=O)OC(C)C(=O)NC3CCCC3)ccc12 (configuration not stated)	-21	12%	-2%	-10	1%	2	-4%	-2	6%	-3%
25	Cc1cc(C(=O)NN)c(C)o1	4	3%	3%	-3	-10%	1	-6%	-7	2%	-3%
26	CC(NC(=O)COC(=O)CCC(=O)c1ccc(F)cc1)c1ccccc1 (configuration not stated)	5	26%	-3%	.	-1%	.	.	-12	2%	-5%
27	COc1ccccc1C(=O)NCCN=C1NS(=O)(=O)c2ccccc21	-6	-4%	-1%	-8	1%	2	1%	3	1%	11%
28	CC(C)NC(=O)c1ccc(-n2nc(C(F)(F)F)c3c2CCCC3)cc1	4	3%	-2%[46.1 µM]	-4	0%	?	-2%	5	3%	0%
29	CCOC(=O)c1cc(NC(=O)N2CCOCC2)c(C)nc1C	0	17%	-3%	-2	13%	6	-4%	8	2%	-2%
30	O=C(NC(=S)N1CCCC1)c1ccccc1F	15	3%	-17%	4	-5%	1	-4%	0	-1%	-2%
31	Cc1ccc(S(=O)(=O)NCC(=O)N/N=C/c2ccc(Cl)cc2)cc1	-3	11%	-7%[46.1 µM]	42	-5%	-2	-2%	-2	-3%	1%
32	COC(=O)c1cccc(NC(=O)CN2CCc3ccccc3C2)c1	-4	3%	-1%	-4	-2%	8	-3%	0	0%	4%
33	C/C(CC(=O)Nc1cccc(Cl)c1Cl)=N\NC(=O)c1ccccc1Br	-12	-3%	0%	-5	1%	3	1%	15	0%	1%
34	NS(=O)(=O)c1ccc(NCCCn2ccnc2)c([N+](=O)[O-])c1	3	-5%	1%	-2	5%	0	6%	-3	1%	-1%
35	CCN(CC(=O)NCc1ccccn1)S(=O)(=O)c1ccc(OC)cc1	2	-2%	15%	3	2%	1	2%	10	0%	2%
36	CCC(C)(C)NC(=O)CN(C(=O)CCC(=O)Nc1nccs1)c1cccc(C)c1	-12	-4%	.	2	-4%	2	-1%	-5	0%	3%
37	Cc1ccc(O)c(N=Nc2ccc(S(=O)(=O)N3CCOCC3)cc2)c1	-6	28%	-4%	19	1%	-1	7%	-4	-1%	5%
38	COCCCNC(=O)C[C@H]1C[C@H](C(=O)N2CCCCC2)[C@@]2(CCc3ccccc3)c3[nH]c4ccc(Cl)cc4c3CCN2C1=O	6	21µM*	0%[46.1 µM]	-9	6%	.	.	8	3%	-1%
39	Cc1cc(NS(=O)(=O)c2ccc(NC(=O)Nc3ccc4c(c3)OCO4)cc2)no1	-9	?	6%[46.1 µM]	3	1%	-5	1%	-7	1%	-5%
40	CC(Oc1ccc(Cl)cc1)c1ccc(C#N)c(=O)[nH]1 (configuration not stated)	-18	-4%	8%	-7	22%	-1	-6%	15	0%	1%
41	Cc1cnc(NC(=O)CSc2nnc(-c3ccc(Cl)cc3Cl)n2N)s1	-2	?	6%	3	2%	4	1%	1	-2%	-3%
42	Cc1ccccc1C(=O)c1cccn1CC(=O)NCCN1CCN(c2cccc(C)c2C)CC1	?	-5%	.	-3	-18%	5	-14%	-79*	-4%	-5%
43	Oc1c(C=Nc2cccc3cccnc23)sc2ccccc12	.	?	.	8	?	?	2%	.	12%	0%
44	COc1ccc(NC(=O)CN(C)C(=O)c2ccc(COc3ccccc3)o2)cc1	-4	15%	1%	3	13%	1	5%	2	2%	1%
45	NNC(=S)Nc1cccc(-c2n[nH]c(=S)o2)c1	-8	-4%	8%	-4	0%	0	6%	-6	-2%	-3%
46	COC(=O)c1ccc(Cl)c(-c2ccc(/C=N/NC(=O)Nc3ccccc3)o2)c1	-5	-4%	2%	-11	-25%	1	2%	6	3%	8%
47	Cn1cnc([N+](=O)[O-])c1S(=O)(=O)c1cccc(Cl)c1	1	?	2%[46.1 µM]	-1	6%	-2	-23%	3	1%	0%
48	Oc1c(N=NC(=S)Nc2ccccc2F)c2ccccc2n1Cc1ccc(Cl)cc1	.	?	2%	1	-1%	-3	3%	-2	5%	-4%
49	Cc1ccc(OCC(=O)NCc2cccs2)c([N+](=O)[O-])n1	-7	13%	2%	5	-1%	3	-2%	-6	12%	3%
50	O=C1c2cccnc2C(=O)N1Cc1ccc2c(c1)OCO2	-8	13%	-4%	15	-8%	0	-4%	13	-4%	2%
51	CC1CN(Cc2nc3ccccc3c(=O)[nH]2)CC(C)O1 (configuration not stated)	6	8%	-3%	7	7%	2	2%	12	0%	-7%
52	COc1ccc(Cn2c(N)c(S(=O)(=O)c3cccs3)c3nc4ccccc4nc32)cc1	-4	0%	-4%	2	17%	8	-3%	27	-1%	3%
53	COc1cccc(NC(=O)c2ccn(C)n2)c1	15	?	-7%[46.1 µM]	33	-3%	-1	6%	8	0%	8%

# Source: PubChem

# Some of the compounds tested; count on the stated rates, not on these rows.
